aSyn yeast rescue: inhibitors of alpha-synuclein toxicity in yeast. S. cerevisiae alpha-synuclein toxicity rescue, BacTiter-Glo growth, 24 h. Potency, µM (top dose mostly 46.1 µM), without a hit: top-dose growth rescue (activation), hits mostly activators. 94,000 tested, 0.02% active. AID 1347070; active = well fitted activation curve with a large enough effect; inconclusive = small, poorly fitted or top-dose-only effect; also: 0% is about no effect
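Growth restoration measured by BacTiter-Glo luminescence after 24 hr at 30 deg C; alpha-synuclein yeast, raffinose-pregrown to mid-log, were added at OD600=0.02 in galactose medium onto pinned compounds.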
Starred values were filed as active, the others as inactive; ? = inconclusive; & = joins results of further samples; [ ] = remark or other dose. Potency is read from the fitted curve at half-maximal effect. The list is partial. The share of hits here may be higher or lower than overall.

SMILES	aSyn yeast rescue
Cc1nn(CC(=O)Nc2cccc(O)c2)c(=O)c2ccccc12	0.8%
COc1cccc(-c2nc(CS(=O)(=O)CC(=O)NCCc3ccc(OC)c(OC)c3)c(C)o2)c1	-1.5%
COc1cccc(CNC(=O)CS(=O)(=O)Cc2nc(-c3ccc(C)cc3)oc2C)c1OC	-11.2%
Cc1ccc(OCCNC(=O)CCC(=O)N2CCOCC2)cc1	6.8%
CC(C)CC(=O)Nc1nnc(S(=O)(=O)N(C)Cc2ccc(Cl)cc2)s1	-2.4%
CNC(=O)c1c(Cl)cnn1-c1ccc(C)cc1	-6.3%
COc1ccc(C(c2sc3nc(C)nn3c2O)N2CCCCC2)cc1 (configuration not stated)	-0.5%
Cc1cccc(NC(=O)C(Cc2ccccc2)N2Cc3ccccc3C2=O)c1C (configuration not stated)	?
CCOc1ccccc1NC(=O)Cn1c(=O)ccc2cc(S(=O)(=O)N3CCC(C)CC3)ccc21	-4.5%
CC1CCN(c2ncnc3c2cnn3-c2ccc(F)cc2)CC1	9.0%
O=C(NCCc1ccccc1F)c1cccc2cccnc12	-9.0%
O=C(Nc1ccc(F)cc1)C1CCCN(S(=O)(=O)c2ccc3[nH]c(=O)ccc3c2)C1 (configuration not stated)	3.5%
O=C(CC1c2ccccc2Oc2ccccc21)Nc1ccccc1F	-4.8%
Cc1cc(C)cc(NC(=O)CCCN2C(=O)COc3ccc(C)cc32)c1	1.9%
O=C(CN1CCCSc2ccccc21)N1CCN(S(=O)(=O)c2ccccc2)CC1	3.3%
O=C(Nc1nnc(S(=O)(=O)N2CCCCC2)s1)c1ccccc1Br	-10.2%&1.1%
CC(C)(C)c1ccc(C(=O)OCC(=O)Nc2cccc(S(=O)(=O)NC3=NCCC3)c2)cc1	-2.0%
Cc1ccc2nc(SCC(=O)Nc3nonc3C)[nH]c2c1	2.1%
COc1ccc(CNC(=O)CCCn2c(=O)c3cccn3c3cccnc32)cc1	-9.3%&-3.2%
CCC(C)NC(=O)Cn1c(=O)cc(-c2ccccc2)c2c(C)nn(C)c21 (configuration not stated)	-9.4%
COc1ccccc1OCCn1c(NC(=O)c2ccccc2Cl)nc2ccccc21	6.6%
COc1cccc(C2CC(c3ccccc3OC)n3ncnc3N2)c1 (configuration not stated)	8.0%
CN(Cc1ccccc1)C(=O)C1CCN(S(=O)(=O)c2ccc(-n3cnnn3)cc2)CC1	12.5%
CCCN(CC(=O)Nc1ccccc1C)C(=O)C1CC(=O)N(c2ccc(C)cc2)C1 (configuration not stated)	-0.2%
CCCCNC(=O)c1cn(C)c2ccc(S(=O)(=O)N3CCCC3)cc2c1=O	-3.3%
(next part)
SMILES	aSyn yeast rescue
COc1ccc(NC(=O)Cn2c(=O)n(C(C)C)c(=O)c3oc4ccccc4c32)cc1Cl	1.1%
O=C(NS(=O)(=O)Oc1ccccc1F)OC[C@@H]1CCCN2CCCCC12 (some centres not stated)	-1.7%
COc1ccc(OCCn2cnc(Cl)c2Cl)cc1	10.4%
COc1cc(C(c2sc3nc(C)nn3c2O)N2CCOCC2)cc(OC)c1OC (configuration not stated)	5.7%
CC(=O)Nc1ccc(NC(=O)C(c2ccccc2)N2Cc3ccccc3C2=O)cc1 (configuration not stated)	-8.3%
Cc1onc(-c2ccccc2)c1C(=O)N/N=C/c1c[nH]c2ccccc12	-11.2%
COc1ccc(CNC(=O)CCS(=O)(=O)c2cc(Br)cc3c2N(C(=O)C2CC2)CC3)cc1	-2.8%
COc1cccc(CNC(=O)c2cc(=O)[nH]c3ccc(S(=O)(=O)N4CCCCC4)cc23)c1	4.4%
Cc1ccc(C(CC(=O)Nc2ccc(F)c(Cl)c2)N2Cc3ccccc3C2=O)cc1 (configuration not stated)	10.5%
Cc1ccc(C(=O)N/N=C\c2ccc(-c3ccc([N+](=O)[O-])cc3)o2)cn1	-11.8%
Cc1cc(C)cc(NC(=O)C(=O)NC(C)c2ccccc2)c1 (configuration not stated)	-5.9%
CCOC(=O)c1ccc(NC(=O)C(=O)NCc2ccccn2)cc1	-7.4%
O=C(Cc1ccccc1F)N1CCC(c2nc3c(nnn3Cc3cccc(Cl)c3)c(=O)[nH]2)CC1	0.3%
O=C(Nc1ccc(F)cc1)c1ccc(CN2CC(=O)N3CCCCC3C2=O)cc1 (configuration not stated)	-7.5%
Cc1cccc(OCC(=O)Nc2ccc3c(c2)N(C)C(=O)c2ccccc2S3)c1	-9.5%
C=CCOc1ccccc1CN(CCc1ccccc1)C(=O)c1cccc(S(C)(=O)=O)c1	7.8%
Cc1nn(C)c2c1c(C(F)(F)F)cc(=O)n2CC(=O)NCc1ccc(OC(C)C)cc1	2.0%
Cc1ccc2ncc(C(=O)Nc3cccc(C(F)(F)F)c3)c(=O)n2c1	-12.0%
N#CC1=C(N)Oc2nc[nH]c(=O)c2C1c1cccs1 (configuration not stated)	7.7%
CCOc1ccccc1CNC(=O)c1oc2c(c1C)-c1nn(Cc3cccc(Cl)c3)cc1CC2	-7.1%
Cc1cccc(C(=O)NCC(=O)OCc2cc(=O)n3nc(C)sc3n2)c1	-9.7%
Cc1ccc(CN2CCC(CNC(=O)Nc3cccc(Cl)c3C)C2)cc1 (configuration not stated)	3.8%
COc1ccc(Cl)cc1S(=O)(=O)Nc1ccc2[nH]c(=O)[nH]c2c1	-11.0%
Cc1ccc2oc(=O)c(/C=C(\O)c3sc(C)nc3C)nc2c1	-11.1%
COc1ccc(NC(=O)CN(C)C(=O)c2cnc(Cl)c(Cl)c2)cc1	4.2%
Other records:
SMILES	aSyn yeast rescue
C[C@@H]1CCCCO[C@H](CN(C)C(=O)Nc2cccc3ccccc23)[C@@H](C)CN([C@H](C)CO)C(=O)c2cc(N(C)C)ccc2O1	3.5%
CCn1c(=O)c2cc(C(=O)NCCCN3CCN(c4ccc(F)cc4)CC3)sc2c2ccccc21	-66.3%[inhibitor]
CCCCN(C)C(=O)CN1C(=O)CCn2nc(-c3cn(C)c4ccccc34)cc21	-5.4%
COc1ccc(Oc2ncccc2[N+](=O)[O-])cc1	5.7%
CCOC(=O)c1ccccc1NC(=O)CSc1ccc(-c2cccs2)nn1	-2.4%
COc1ccc(CCNC(=O)c2cc3c(=O)n(C)c4ccccc4c3n2C)cc1OC	-5.2%
COc1cc2c(cc1OC)C(C)N(CCN1C(=O)c3ccccc3C1=O)CC2 (configuration not stated)	-3.4%
Cc1ccccc1S(=O)(=O)c1c(C)cc(C)n(C)c1=O	-19.8%
CCCc1nnc(SCC(=O)Nc2cccc(C(F)(F)F)c2)o1	-8.1%
CCCn1c(CCC(=O)Nc2ccccc2OC)nc2cccnc21	-3.7%
CN(Cc1ccccc1)C(=O)C1CCN(S(=O)(=O)Cc2ccccc2)CC1	4.3%
COc1cc(C(=O)N(Cc2cccnc2)c2nc3cc(C)c(C)cc3s2)cc(OC)c1OC	-10.9%
CS(=O)(=O)N1CCN(C(=O)NC2CCCCC2)CC1	-8.6%
CCOC(=O)c1ccc(NC(=O)c2noc3c2CCCC3)cc1	-10.8%
COc1ccc(-c2c(C#N)c(SCC(=O)Nc3cccc(Cl)c3)nc(C)c2C(=O)Nc2ccccc2)cc1OC	-4.0%
CCC(C)Sc1nnc(NC(=O)c2ccco2)s1 (configuration not stated)	-6.1%
COc1cccc2c1cc1c(=O)n(CC(=O)NCc3ccco3)nc(C)n12	-13.5%
COc1ccc2c(c1)C(=O)N(c1ccc(C)cc1C)C(=O)C2(C)C	?
COc1ccc(C)cc1-n1nnc(C(=O)Nc2cccc(SC)c2)c1C	9.6%
Clc1ccc(Nc2ncnc3c2nnn3Cc2ccccc2)cc1	8.8%
Cn1nnnc1Sc1ccc([N+](=O)[O-])cc1Cl	9.9%
COc1ccc(NC(=O)c2oc3ccccc3c2NC(=O)c2cc(C)cc(C)c2)c(OC)c1	2.8%
CCOC(=O)Cn1c(=O)oc2cc(S(=O)(=O)N3CCCC(C)C3)ccc21 (configuration not stated)	8.3%
CC1CCCCN1C(=O)CCn1c(=S)oc2ccccc21 (configuration not stated)	14.6%
CCN(c1ccccc1)S(=O)(=O)c1ccc(-c2cc(C)no2)s1	3.0%

Part of the list above in order of heavy-atom count, low to high:
SMILES	aSyn yeast rescue
COc1ccc(OCCn2cnc(Cl)c2Cl)cc1	10.4%
Cc1cccc(C(=O)NCC(=O)OCc2cc(=O)n3nc(C)sc3n2)c1	-9.7%
COc1cc2c(cc1OC)C(C)N(CCN1C(=O)c3ccccc3C1=O)CC2 (configuration not stated)	-3.4%
CCCCN(C)C(=O)CN1C(=O)CCn2nc(-c3cn(C)c4ccccc34)cc21	-5.4%
CC(=O)Nc1ccc(NC(=O)C(c2ccccc2)N2Cc3ccccc3C2=O)cc1 (configuration not stated)	-8.3%
COc1cccc(CNC(=O)CS(=O)(=O)Cc2nc(-c3ccc(C)cc3)oc2C)c1OC	-11.2%
CCn1c(=O)c2cc(C(=O)NCCCN3CCN(c4ccc(F)cc4)CC3)sc2c2ccccc21	-66.3%[inhibitor]

For convenience, some entries already given:
SMILES	aSyn yeast rescue
COc1ccc(CCNC(=O)c2cc3c(=O)n(C)c4ccccc4c3n2C)cc1OC	-5.2%
COc1cc2c(cc1OC)C(C)N(CCN1C(=O)c3ccccc3C1=O)CC2 (configuration not stated)	-3.4%
Cc1ccccc1S(=O)(=O)c1c(C)cc(C)n(C)c1=O	-19.8%
CCCc1nnc(SCC(=O)Nc2cccc(C(F)(F)F)c2)o1	-8.1%

Later entries.
SMILES	aSyn yeast rescue
O=C(Cc1ccccc1)NC1CC(=O)N(c2ccc3c(c2)OCCO3)C1 (configuration not stated)	-1.1%
O=C(COC(=O)C1=NNC(=O)CC1)NCCc1ccccc1	-11.4%
CC(NC(=O)c1cc(COc2ccc(-n3cncn3)cc2)on1)c1ccc(F)cc1 (configuration not stated)	1.8%
Cc1cccc(CCNC(=O)c2cc3ccccn3n2)c1	-10.8%
Cc1ccc(Nc2n[nH]c(=S)s2)c(C)c1	-15.8%
CCOC(=O)Nc1ccc(OCc2nnc3c4ccccc4c(C)nn23)cc1	-4.1%
C[C@@H]1CN([C@@H](C)CO)C(=O)CCCn2nncc2CO[C@@H]1CN(C)C(=O)c1cc(-c2ccccc2)on1	-5.6%
COc1cc(CC(=O)N2CCN(S(=O)(=O)c3ccc(C(C)C)cc3)CC2)cc(OC)c1OC	-3.5%
CC(C)c1ccc(NS(=O)(=O)c2ccc3[nH]cc(C(=O)N4CCCC4)c(=O)c3c2)cc1	5.3%
Cc1cccc(NC(=O)COc2cccc3c2CCNC3=O)c1	6.1%
Nc1ccc(Nc2ccncc2)cc1	13.5%
CCC(=O)N1CCc2cc(Br)cc(S(=O)(=O)N3CCC(C(=O)Nc4cccc(C)c4)CC3)c21	-3.9%
CC(Oc1ccccc1F)C(=O)Nc1ccc(-c2nc3ccccc3s2)cc1 (configuration not stated)	-4.1%
CC(=O)c1cccc(NC(=O)CC2Oc3ccc(C)cc3NC2=O)c1 (configuration not stated)	8.5%
O=C(Cn1ncc2c3ccccc3n(Cc3cccc(Cl)c3)c2c1=O)NCCCN1CCCCC1	-3.6%
CNC[C@@H]1OCc2ccccc2-c2c(n(C)c3ccccc23)C(=O)N([C@H](C)CO)C[C@H]1C	6.6%
CN1OC[C@@H]2CN[C@H](c3cccc(Oc4ccccc4)c3)C[C@@H]21	-4.5%
CCN(CCCNC(=O)CN1N=C(c2ccccc2)CCC1=O)c1ccccc1	-2.0%
COc1ccccc1CNS(=O)(=O)c1ccc2c(c1)CC(C)N2C(C)=O (configuration not stated)	-3.2%
COc1cccc(-c2cc(C(=O)Nc3cccnc3Cl)no2)c1	-2.6%
CC(C)CNS(=O)(=O)c1ccc(S(=O)(=O)N2CCC(N3CCCCC3)CC2)cc1	-0.9%
Cc1noc(NS(=O)(=O)c2ccc(NC(=O)COc3ccc(Cl)cc3Cl)cc2)c1C	5.8%
COC(=O)C(Cc1c[nH]c2ccccc12)NC(=O)COc1cccc(C)c1 (configuration not stated)	0.2%
CCCc1cc(=O)oc2cc(C)c3c(-c4cccc(OC)c4)coc3c12	-1.4%
Cc1ccccc1NC(=O)CSc1nc2ccc(NC(=O)c3ccco3)cc2s1	3.6%
(cont.)
SMILES	aSyn yeast rescue
CCN1CCN(c2c(S(=O)(=O)c3ccccc3)cnc3ccc(Cl)cc23)CC1	-4.9%
COc1ccc(/C=C/C(=O)NC(=S)N2CCN(C)CC2)cc1	-1.7%
CN1c2ccccc2C(=O)/C(=C\Nc2ccc(F)cc2)S1(=O)=O	-7.4%
Cc1nn(Cc2ccc(Cl)c(Cl)c2)c(C)c1NC(=O)c1noc2c1CCc1ccccc1-2	-6.2%
Cc1ccc2c(c1)C(=O)OC(C(=O)Nc1ncc(Cc3ccccc3Cl)s1)C2 (configuration not stated)	-5.3%
Cc1ccc(NC(=O)c2ccc3snnc3c2)cc1Cl	-3.4%
Cc1ccc2oc3c(c(=O)c2c1)C1(C(=O)N(C)c2ccccc21)N(CCCO)C3=O (configuration not stated)	4.9%
Cc1ccc(/C=C2\CCn3c2nc2cc(C(=O)O)ccc2c3=O)c(C)c1	8.4%
Clc1ccc(-n2ncc3c(NC4CCCC4)ncnc32)cc1	-10.2%
CCOc1ccc(NC(=O)CN(C)C(=O)c2ccccc2-n2cnnn2)cc1OCC	-2.9%
CCOc1ccc(NC(=O)c2ccc(NC(=O)CCS(=O)(=O)c3cccs3)cc2)cc1	-2.0%
CN(c1ccccc1)S(=O)(=O)c1ccc(NC(=O)c2ccccc2C(=O)O)cc1	1.7%
Cc1cc(OCC(=O)Nc2cc(S(=O)(=O)N3CCOCC3)ccc2N2CCCC2)ccc1C(C)C	-5.4%
CSc1cccc(NC(=S)Nc2ccc(F)cc2)c1	-4.8%
CCN(CC)C(=O)C1=C(C)N(CCCN2CCCC2=O)C(=O)C(CC(=O)NCCCCc2ccccc2)C1 (configuration not stated)	1.2%
CCn1ccc2cc(S(=O)(=O)N3CCC(C(=O)NCCc4ccccc4Cl)CC3)ccc21	8.4%
Cn1c(N)c(C(=O)COC(=O)c2ccc([N+](=O)[O-])o2)c(=O)n(C)c1=O	-9.0%
CCOC(=O)Cn1c(=O)n(-c2ccccc2OC)c2nc(-c3cccc(F)c3)nc(C(N)=O)c21	?

Bioassay records deposited in PubChem BioAssay by National Center for Advancing Translational Sciences (NCATS).
